Cycloheximide cs = counter-screen for Shiga toxin inhibitors: cycloheximide protein synthesis inhibition; 300,000 tested, 12% active; cell reporter, cycloheximide protein synthesis inhibition counterscreen; max response, %; AID 2314; in the data active = max response mostly above about 13%, no sharp cut-off; inactive = mostly below about 14%; also: read at 38.3 µM for the half of the compounds with a filed dose; 0% is about no effect
Shiga inhibitor = Shiga toxin inhibition | 290,000 tested, 9.2% active | Vero cells, Shiga toxin protein synthesis inhibition reporter | inhibition, % at 38.7 µM; in the data active = inhibition mostly above about 28%, no sharp cut-off; inactive = mostly below about 43%; also: 0% is about no effect
Pf growth 96h = P. falciparum growth inhibition at 96 hours | P. falciparum luciferase reporter growth, 96 h | 320,000 tested, 6.9% active | Potency, µM (doses to about 28.7 µM), for inactives: at the highest dose activity change, negative = inhibition, usual class: inhibitors; also: potency is read from the fitted curve at half-maximal effect; % is scaled to controls: 0 for no effect and ±100 for the full control effect
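Two-generation exposure (96 h) targets delayed-death phenotype. Reporter parasites carrying integrated firefly luciferase, in red cells at 2% hematocrit and 0.05% parasitemia final, kept at 37 C, 5% CO2; luminescence loss indicates inhibition.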
Pf growth 48h = P. falciparum growth inhibition at 48 hours (one generation); P. falciparum luciferase growth in erythrocytes, 48 h; Potency, µM (top dose mostly 28.7 µM), for inactives: at the highest dose activity change, negative = inhibition, actives largely listed as inhibitors; 310,000 tested, 5.9% active; AID 504832; also: potency is read from the fitted curve at half-maximal effect; % is scaled to controls: 0 for no effect and ±100 for the full control effect
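Here the parasites carry a stable luciferase gene and grow inside erythrocytes in Albumax-based RPMI medium with compound for one erythrocytic cycle. Activity is scored as loss of luminescent signal.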
Giardia FBPA inh = inhibitors of Giardia lamblia fructose-1,6-bisphosphate aldolase; A8B2U2; purified Giardia FBPA; Potency, µM (top dose mostly 59.6 µM), for the others: top-dose activity, negative = inhibition, most hits filed as inhibitors; 290,000 tested, 0.71% active; also: potency is read from the fitted curve at half-maximal effect; % is scaled to controls: 0 for no effect and ±100 for the full control effect; nearly all actives have a fitted effect of over 55% in size
Target sequence (A8B2U2 whole entry, looked up): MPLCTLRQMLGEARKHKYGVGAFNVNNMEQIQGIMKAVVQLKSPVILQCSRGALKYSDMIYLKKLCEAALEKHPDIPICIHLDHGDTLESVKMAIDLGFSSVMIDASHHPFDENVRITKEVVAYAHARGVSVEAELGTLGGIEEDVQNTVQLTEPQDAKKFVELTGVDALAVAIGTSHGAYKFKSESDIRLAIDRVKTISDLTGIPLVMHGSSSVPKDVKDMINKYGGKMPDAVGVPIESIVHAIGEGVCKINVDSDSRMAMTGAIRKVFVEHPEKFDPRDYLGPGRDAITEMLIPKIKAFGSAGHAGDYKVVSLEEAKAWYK
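Giardia FBPA (40 nM reagent) was preincubated 10 min at RT with compound (up to 57.5 uM final), then substrate plus GAPDH/TPI/NAD/arsenate coupling system with diaphorase/resazurin was added; resorufin fluorescence (525/598 nm) was read after 20 min.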
HCV inh = HCV inhibition | 340,000 tested, 3.4% active | Huh7.5.1 HCVcc-Cre infection, luciferase reporter, 44 h | Potency, µM (highest dose often 41.8 µM), for inactives: top-dose activity change, negative = inhibition, actives largely listed as inhibitors; also: potency is read from the fitted curve at half-maximal effect; % is scaled to controls: 0 for no effect and ±100 for the full control effect
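Reporter virus HCVcc-Cre (~0.5 moi) infects cells exposed to compound; seeding density 1,000 cells/well with 4 h settling beforehand. Luminescence, 15 sec read, taken 44 h post-infection following a 15 min RT substrate incubation.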
* = called active by the depositor; i = inactive; ? = inconclusive; . = not tested or not shown; [ ] = remark or other dose. Unless noted, calls follow the shape of the dose curve; as a rule, active = well fitted curve in the direction sought with a large enough effect; inconclusive = small, poorly fitted or top-dose-only effect, or another doubt; inactive = no such curve, though single readings can be large; an effect the other way counts as inactive or inconclusive.

(1) CC(=O)Nc1ccc(NC(=O)C(C)OC(=O)c2ccc(C)s2)cc1 (stereo unspecified)
(2) O=C(CSc1nc2ccccc2c(=O)[nH]1)Nc1ccccc1C(F)(F)F
(3) Cc1onc(-c2ccc(Cl)cc2Cl)c1C(=O)/C=C/N(C)C
(4) CN(C)c1nc(N)nc(CSc2nc3cc(Cl)ccc3o2)n1
(5) COc1ccccc1C(=O)NCc1ccc2c(c1)OCO2
(6) Cc1cccc(C(=O)Nc2cccc(C(=O)Nc3cc(C)ccn3)c2)c1
(7) CN(C)CCCN1C(=O)C(=O)/C(=C(/O)c2ccncc2)C1c1cccnc1 (stereo unspecified)
(8) O=C(CN1C(=O)COc2ccc(S(=O)(=O)N3CCOCC3)cc21)NCc1ccccn1

Compound	1	2	3	4	5	6	7	8
Cycloheximide cs	16	-8	-2	13	16	8.5*	-5	-2
Shiga inhibitor	8	15	-9	-2	17	9	-4	30
Pf growth 96h	42%[activator]	?	-4%	.	0%	?	7%	7%
Pf growth 48h	-4%	13%	-2%	57%[activator]	6%	1%	7%	30%
Giardia FBPA inh	1%	.	6%	-6%	-6%	1%	-6%	10%
HCV inh	-5%	0%	-7%	-5%	-10%	?	-7%	21%

(9) Cc1cc(NC(=O)COC(=O)c2cccc(OCc3ccccc3)c2)no1
(10) COc1ccc(CCN2C(=NC(=O)C(C)C)SC3CS(=O)(=O)CC32)cc1OC (stereo unspecified)
(11) N=C(c1cccc([N+](=O)[O-])c1)N1CCCCCC1
(12) Cc1ccc(CNC(=O)CSc2ccc(-c3cccs3)nn2)cc1
(13) O=C(CNC1CCCCC1)Nc1ccc(Cl)cc1
(14) Cc1cnn(-c2cc(N/N=C/c3ccccc3F)ncn2)c1
(15) C/C(=N\NC(=O)C1CC1)c1ccc(OC(F)F)cc1
(16) COc1cc2c(cc1OC)CN(C(=O)C(CCSC)NS(=O)(=O)c1ccc(C)cc1)CC2 (stereo unspecified)

Compound	9	10	11	12	13	14	15	16
Cycloheximide cs	-4	6	-3	0	2	-4	9	-2
Shiga inhibitor	7	5	-8	-6	.	-10	51*	-4
Pf growth 96h	45%[activator]	14%	21%	-30%	?	13µM*	?	?
Pf growth 48h	41%[activator]	1%	12%	3%	-3%	25%	?	2%
Giardia FBPA inh	4%	1%	0%	0%	-2%	4%	13%	14%
HCV inh	-1%	3%	17%	5%	-2%	1%	-9%	1%

(17) CCOC(=O)c1[nH]c2ccc(C)cc2c1N
(18) Cc1ccc(C)c(OCC(=O)Nc2ccc3c(c2)OCO3)c1C
(19) COc1ccc(C=O)cc1COc1ccc(Cl)cc1[N+](=O)[O-]
(20) Cc1ccc(NC(=O)c2ccccc2OCC(=O)Nc2ccccc2F)cc1S(=O)(=O)N(C)C
(21) O=C(Cc1ccccc1)N1CCC(c2nc3ccccc3[nH]2)CC1
(22) CN1CCN(S(=O)(=O)c2cccc(C(=O)Nc3nccs3)c2)CC1
(23) c1ccc(Sc2ncccn2)nc1
(24) CCSC1=C(C#N)C(=O)n2c1cc1c2CCCC1

Compound	17	18	19	20	21	22	23	24
Cycloheximide cs	27*	7	-3	.	-3	1	1	3
Shiga inhibitor	61*	10	-5	.	-3	11	-8	-21
Pf growth 96h	i	-24%	-1%	7.4µM*	?	12%	32%[activator]	.
Pf growth 48h	491%[activator]	-29%	36%[activator]	9.3µM*	-13%	-2%	?	8%
Giardia FBPA inh	-19%	-7%	1%	.	1%	-3%	-1%	-28%
HCV inh	1%	11µM*	-15%	?	8%	-5%	26%	-20%

(25) CN(Cc1ccccc1)C(=O)c1cccc(NC(=O)c2ccco2)c1
(26) CC(=O)Nc1ccc(S(=O)(=O)Nc2ccccc2C(=O)N2CCCC2)cc1
(27) O=C(Cn1c(=O)oc2cccnc21)Nc1ccccc1Oc1ccc(Cl)cc1Cl
(28) COc1ccc(CN2CCN(C(=O)c3cc(-c4cccnc4)nc4ccc(Cl)cc34)CC2)c(OC)c1OC
(29) O=C(O/N=C1\CCCc2ccccc21)c1cccs1
(30) S=c1[nH]nc(-c2ccccn2)n1/N=C/c1cccs1
(31) CCOc1nc(Nc2ccccc2F)nc(OCC)n1
(32) COc1ccc2c(C)cc(SCC(=O)Nc3ccc(Cl)cn3)nc2c1

Compound	25	26	27	28	29	30	31	32
Cycloheximide cs	-4	-5	-3	3	36*	-6	20*	3
Shiga inhibitor	-6	-4	-11	-6	70*	-5	10	13
Pf growth 96h	.	35%[activator]	0%	?	31%[activator]	27%	?	0%
Pf growth 48h	12%	2%	3%	?	i	30%	16%	14%
Giardia FBPA inh	2%	-4%	0%	-2%	-7%	-9%	-11%	-7%
HCV inh	0%	16%	9%	?	24%	40%[activator]	-2%	?

Profiles as entered above.
`CN(Cc1ccccc1)C(=O)c1cccc(NC(=O)c2ccco2)c1` as listed: Cycloheximide cs: -4; Shiga inhibitor: -6; Pf growth 96h: .; Pf growth 48h: 12%; Giardia FBPA inh: 2%; HCV inh: 0%
`S=c1[nH]nc(-c2ccccn2)n1/N=C/c1cccs1` as listed: Cycloheximide cs: -6; Shiga inhibitor: -5; Pf growth 96h: 27%; Pf growth 48h: 30%; Giardia FBPA inh: -9%; HCV inh: 40%[activator]

The listing picks up; the two compounds before the break are reprinted first.
(31) CCOc1nc(Nc2ccccc2F)nc(OCC)n1
(32) COc1ccc2c(C)cc(SCC(=O)Nc3ccc(Cl)cn3)nc2c1
(33) c1ccc(-c2csc3ncn4cnnc4c23)cc1
(34) COc1ccc(/C=N/N2CCN(c3ccccc3OC)CC2)cc1Br
(35) C=CCn1c(N)cc(=O)nc1SCC(=O)Nc1ccccc1C(N)=O
(36) COc1ccccc1C(=O)Nc1ccc(S(=O)(=O)N2CCCCC2c2cccnc2)cc1 (stereo unspecified)
(37) COCc1nnc(NS(=O)(=O)c2ccccc2)s1
(38) CN(Cc1nccn1C)C(=O)CC1C(=O)NCCN1CC(c1ccccc1)c1ccccc1 (stereo unspecified)
(39) Cc1cc(C)cc(NC(=S)N(CCN2CCCCC2)Cc2ccco2)c1
(40) COc1ccc(/C=C/C(=O)NC(=S)Nc2ccc(S(=O)(=O)Nc3nccnc3OC)cc2)cc1

Compound	31	32	33	34	35	36	37	38	39	40
Cycloheximide cs	20*	3	-1	30*	-5	9	-1	-3	0	3
Shiga inhibitor	10	13	-10	.	44	-7	-4	-17	-4	-3
Pf growth 96h	?	0%	-6%	-22%	-13%	3.3µM*	1µM*	-10%	-11%	36%[activator]
Pf growth 48h	16%	14%	-11%	72%[activator]	15%	?	4%	?	?	-22%
Giardia FBPA inh	-11%	-7%	1%	3%	-3%	-6%	1%	1%	-6%	5%
HCV inh	-2%	?	-15%	?	-23%	?	0%	8%	?	25%

(41) O=C(Cc1csc(-c2ccccc2)n1)NCc1ccco1
(42) COc1ccc(N2CC(C(=O)NCc3ccccc3)CC2=O)cc1 (stereo unspecified)
(43) O=C(O)CC1S/C(=N/N=C/c2ccc(-c3ccccc3[N+](=O)[O-])o2)NC1=O (stereo unspecified)
(44) O=C(Nc1ccc(-c2ccco2)cc1)C1CCCN(Cc2ccc(CO)o2)C1 (stereo unspecified)
(45) Cc1ccc(S(=O)(=O)N2CCCC2C(=O)Nn2cnnc2)cc1 (stereo unspecified)
(46) CCOC(=O)c1sc(NC(=O)CN2C(=O)NC3(CCC(C)CC3)C2=O)c(C(=O)OCC)c1C (stereo unspecified)
(47) COC(=O)Nc1nnc(SCc2ccc(C)cc2)s1
(48) Cc1ccc(N2CC(C(=O)N3CCc4ccccc43)CC2=O)cc1 (stereo unspecified)

Compound	41	42	43	44	45	46	47	48
Cycloheximide cs	11	-1	22	9	1	.	7	-2
Shiga inhibitor	26	-5	-8	-5	-24	.	26	-11
Pf growth 96h	40%[activator]	.	-2%	1%	4%	-7%	.	.
Pf growth 48h	23%	10%	4%	?	-3%	?	8%	-6%
Giardia FBPA inh	0%	8%	?	0%	5%	.	-3%	1%
HCV inh	17%	4%	7%	?	12%	-6%	14%	5%

(49) COc1cc(S(=O)(=O)N2CCOCC2)cc(C(=O)c2nccn2C)c1OC
(50) COc1ccc([N+](=O)[O-])cc1NC(=O)c1cncc(Br)c1
(51) Cn1cnnc1SC(C(=O)Nc1cccc(C(F)(F)F)c1)c1ccccc1 (stereo unspecified)
(52) O=C(COc1ccc2c3c(c(=O)oc2c1)CCCC3)NCCN1CCOCC1
(53) CCCn1c(=O)c2c(c3ccccc31)OCC(=O)N2
(54) Cc1ccc(-c2nn(CCC(=O)NCC3CCCO3)c(=O)c3ccccc23)cc1 (stereo unspecified)
(55) Cc1ccc2nc3sc(C(=O)Nc4c(C)[nH]c(=O)[nH]c4=O)c(N)c3cc2c1
(56) COc1ccccc1CN(C)C(=O)CN1C(=O)c2ccccc2C1=O

Compound	49	50	51	52	53	54	55	56
Cycloheximide cs	-5	-3	-3	-2	-1	6	31*	3
Shiga inhibitor	-6	-3	-19	-2	-8	-6	24	17
Pf growth 96h	?	-1%	?	-14%	0%	.	8.3µM*	?
Pf growth 48h	10%	31%[activator]	.	7%	22%	42%[activator]	35%[activator]	13%
Giardia FBPA inh	0%	0%	9%	.	1%	7%	6%	10%
HCV inh	6%	-24%	-7%	-8%	7%	-14%	4%	0%

(57) CCCCOc1ncnc2c1[nH]c1ccc(OC)cc12
(58) Cc1ccc(S(=O)(=O)N2CCCC2)cc1C(=O)Nc1ccc(-n2cnnn2)cc1
(59) CC(=O)c1sc2nc(-c3cccs3)ccc2c1N
(60) Cc1ccc(-n2c(O)c(/C=N/c3ncc(Br)cc3Br)c(=O)[nH]c2=O)cc1
(61) Nc1nonc1C(=O)N/N=C/c1ccc(-c2cccc(C(=O)O)c2)o1
(62) COc1ccc(-c2nc3cc([N+](=O)[O-])ccc3o2)cc1OC
(63) CCOC(=O)C1(CCCc2ccccc2)CCN(Cc2cn(CC)nc2C)CC1
(64) CCCC(C)c1nc(C(N)=O)c2[nH]c(=O)n(-c3ccc(OC)cc3OC)c2n1 (stereo unspecified)

Compound	57	58	59	60	61	62	63	64
Cycloheximide cs	56*	.	46*	1	29*	24*	-3	2
Shiga inhibitor	77*	.	101*	-5	51*	28	8	-15
Pf growth 96h	272%[activator]	?	217%[activator]	2%	?	-10%	0%	-15%
Pf growth 48h	92%[activator]	?	.	-4%	25%	50%[activator]	?	2%
Giardia FBPA inh	7%	.	-23%	1%	-15%	5%	-1%	-1%
HCV inh	?	?	-28%	0%	.	14%	11µM*	15%

(65) COCc1cc(C)nc(SCC(=O)Nc2ccc3[nH]c(=O)[nH]c3c2)c1C#N
(66) O=C(O)C1CC(=O)N(CCc2ccc(F)cc2)C1 (stereo unspecified)
(67) CCOc1ccc(-n2c(C)nc3cc(C(=O)NCc4ccco4)ccc32)cc1
(68) O=Cc1c(-c2ccccc2)nc2ccccn12
(69) c1ccc(OCCCCN2CCOCC2)cc1
(70) CCOc1ccc(-c2cc(C)[n+](CCN(CC)CC)c(-c3ccc(OCC)cc3)c2)cc1
(71) c1ccc2cc(OCCCn3ccnc3)ccc2c1
(72) CCOC(=O)c1c(NC(=O)CN2CCCCC2)sc(C)c1C

Compound	65	66	67	68	69	70	71	72
Cycloheximide cs	-1	1	-3	11	6	-1	17*	-2
Shiga inhibitor	27	-3	-12	21	-12	9	17	-11
Pf growth 96h	-19%	6%	.	13µM*	55%[activator]	0.37µM*	?	-7%
Pf growth 48h	14%	-2%	?	-2%	.	0.33µM*	?	-19%
Giardia FBPA inh	6%	7%	-1%	0%	6%	1%	22µM*	0%
HCV inh	?	12%	?	5%	19%	11µM*	-27%	-24%

High-throughput results deposited in PubChem BioAssay by National Center for Advancing Translational Sciences (NCATS).
